Screening data deposited in PubChem BioAssay by Sanford-Burnham Center for Chemical Genomics.
TAG inh: triacylglycerol accumulation inhibition; H9c2 cells, Nile Red lipid (TAG) fluorescence; cells loaded with 200 µM oleic acid; inhibition, % at 12.5 µM; hit rate 0.66% among 230,000; AID 651582;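 active = pattern-corrected inhibition of lipid staining of at least 50% with the nuclear-stain viability signal not falling by more than 50%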;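 note: 0% = DMSO wells and 100% = triacsin C control wells; some results filed as inactive read as strong as hits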
TAG inh DAPI viability: recorded beside TAG inh, whose call it bears; DAPI nuclei signal change (viability), lower = more cytotoxic, %;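 whole-well DAPI fluorescence read on a plate reader as a viability signal; minus 50 percent equals half of cells still viable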
* hit, by the source's call. This is a subset. The share of hits here may be higher or lower than overall.

compound,TAG inh,TAG inh DAPI viability
CC(C)(C)C(=O)NN=C1CCC(c2ccccc2)CC1 (stereo not given),15,-6
C=CCNC(=O)C1CC=CCC1C(=O)O (stereo not given),1,6
COC(=O)/C=C\C(=O)Nc1cccc([N+](=O)[O-])c1,-10,3
CC(C)Oc1ccc(CCC(=O)NNC(=S)NCc2ccccc2)cc1,-3,-4
Cc1oc(C(=O)O)cc1COc1ccccc1Cl,9,-12
Cc1cccc(NC(=S)NC2CCCC2)n1,-7,11
COC(=O)COc1cccc2c(=O)n(CC(=O)NCc3ccccc3)ccc12,43,-24
O=C(NCCc1ccc(Cl)cc1)c1ncn[nH]1,0,-4

Additional entries
compound,TAG inh,TAG inh DAPI viability
COc1ccc(N2C(=O)CN=C2Nc2nc(C)cc(C)n2)cc1,-14,-3
CC(C)OC(=O)c1ccccc1C(=O)c1ccc(N)c([N+](=O)[O-])c1,4,2
C[C@H](NC(=O)c1ccco1)C(=O)NCc1cccs1,-14,-3
Cc1ccc(F)c(S(=O)(=O)NC(=O)C2(C)CCN2C(=O)Cc2ccc(C(C)(C)C)cc2)c1 (stereo not given),4,-1
O=C(OCC(=O)N1CCN(C(=O)COC(=O)c2ccc(O)cc2O)CC1)c1ccc(O)cc1O,4,1
O=C(NC1CCCC1)C1CCCN1C(=O)Nc1ccc(Cl)cc1 (stereo not given),9,-13
CCC(C)NC(=O)Nc1ccc(Br)cc1 (stereo not given),7,-6
CN1CC=C2C(C#N)=C(N)C(C#N)(C#N)[C@H](c3cccs3)[C@H]2C1,4,-9

Next structures follow.
compound,TAG inh,TAG inh DAPI viability
O=C(NCCCn1ccnc1)c1ccc2ccccc2c1,2,-2
CN(C(=S)NC1CCCCC1)C1(c2ccccc2Cl)CCCCC1=O (stereo not given),-42,-5
O=C(CCn1cnnn1)Nc1ccccc1,5,-5
Cn1c(=O)c2c(nc(Br)n2CCCc2ccccc2)n(C)c1=O,-35,2
CC1(C)NC(=O)N(CCCCOc2ccc(Cl)cc2C=O)C1=O,-12,9
O=C(NCCC1CCCCN1S(=O)(=O)c1ccc(F)cc1)C(=O)Nc1ccccc1F (stereo not given),0,-3
CCN(CC(=O)Nc1ccc(NC(C)=O)cc1)C(=O)c1ccc(S(=O)(=O)N2CCCC2)cc1,23,4
COc1ccc(C(=O)Nc2ccc(Nc3ccccc3)cc2)cc1[N+](=O)[O-],-9,10

Brought forward from above: 7 compounds; new compounds follow.
compound,TAG inh,TAG inh DAPI viability
CN(C(=S)NC1CCCCC1)C1(c2ccccc2Cl)CCCCC1=O (stereo not given),-42,-5
O=C(CCn1cnnn1)Nc1ccccc1,5,-5
Cn1c(=O)c2c(nc(Br)n2CCCc2ccccc2)n(C)c1=O,-35,2
CC1(C)NC(=O)N(CCCCOc2ccc(Cl)cc2C=O)C1=O,-12,9
O=C(NCCC1CCCCN1S(=O)(=O)c1ccc(F)cc1)C(=O)Nc1ccccc1F (stereo not given),0,-3
CCN(CC(=O)Nc1ccc(NC(C)=O)cc1)C(=O)c1ccc(S(=O)(=O)N2CCCC2)cc1,23,4
COc1ccc(C(=O)Nc2ccc(Nc3ccccc3)cc2)cc1[N+](=O)[O-],-9,10
Cc1ccccc1CNC(=O)CCNS(=O)(=O)c1ccc(OC(F)(F)F)cc1,-4,0
Cc1cccc(CCNC(=O)CCS(=O)(=O)c2ccc(Br)cc2)c1,-1,-1
CCOC(=O)C1=C(C)OC(N)=C(C#N)C1c1cc(Cl)c(OCC(N)=O)c(OC)c1 (stereo not given),5,5
O=C(O)C[C@H]1c2cc(C(F)(F)F)ccc2S(=O)(=O)N1C1CCCCC1,-4,-7
COc1ccc(NS(=O)(=O)c2cc(C)ccc2OC)cc1OC,-28,0
CCOC(=O)C1Oc2ccccc2C(c2cccc3ccccc23)=C1C(=O)OC (stereo not given),-3,0
COCCN(C(=O)COC(=O)c1cc2ccccc2cc1O)c1c(N)n(Cc2ccccc2)c(=O)[nH]c1=O,1,-9
Fc1ccc(NC(=S)N2CCCC(c3ccccc3)=N2)cc1,-7,0

The listing continues.
compound,TAG inh,TAG inh DAPI viability
CCCCCCCNC(=O)C1(CC2CC(c3cccc(Br)c3)=NO2)CCN(C(=O)OC(C)(C)C)CC1 (stereo not given),24,-2
Cc1ccc(S(=O)(=O)NCc2csc(-c3cccs3)n2)cc1,-9,7
O=C(Nc1ccccc1N1CCOCC1)c1ccc(Cl)c(S(=O)(=O)NCc2ccco2)c1,2,4
Cc1c(NC(=O)c2coc(=O)c(Br)c2)c(=O)n(-c2ccccc2)n1C,3,-6
Cn1c(=O)c2[nH]c(N=NN3CCCCC3)nc2n(C)c1=O,-11,1
Cc1cccc(C(=O)OCC(=O)NCCN2C(=O)CSC2=O)c1[N+](=O)[O-],15,6
CCN(CC)c1ccc(CNc2nc3ccccc3n2CCN2CCOCC2)cc1,0,6
OCC1(Cc2ccccc2C(F)(F)F)CCN(Cc2cccc3cnccc23)CC1,-38,22

(more compounds)
compound,TAG inh,TAG inh DAPI viability
CCc1nc2c(OCCC3CCCCC3)cccn2c1N(C)C(=O)CC(C)C,1,3
NC(=O)c1c(NC(=O)c2ccccc2)sc2c1CCC2,1,11
Cc1cccc(NC(=S)N/N=C/c2ccc(Cl)c([N+](=O)[O-])c2)c1,12,-13
Cc1c(NC(=O)C(C)OC(=O)/C=C/c2ccc3c(c2)OCO3)c(=O)n(-c2ccccc2)n1C (stereo not given),8,-4
COc1cc(/C=C/C(=O)OCC(=O)N2CCCCCC2)ccc1OCC#N,4,-1
COc1ccc(-c2csc3nc(C)n(-n4cccc4)c(=O)c23)cc1,11,-6
Nc1nnc(CC(=O)N/N=C/c2ccc(-c3ccc(F)cc3)o2)s1,-2,-8
CCOc1ccccc1NC(=O)c1cc(C(=O)c2cc(Br)ccc2O)coc1=N,-3,-3

(list continues)
compound,TAG inh,TAG inh DAPI viability
CNC(=O)c1[nH]cnc1C(=O)N[C@@H](C)C(=O)OC(C)(C)C,1,-6
CCOC(=O)[C@H]1[C@H]2COc3ccc(Cl)cc3[C@@H]2N2C(=O)c3cc(Cl)ccc3NC(=O)[C@@]12C,50*,-9.7*
O=C(NCCC(=O)N1CCOCCOCCOCCOCC1)OCc1ccccc1,2,-7
c1ccc(Nc2nnc(-c3cccc4ccccc34)o2)cc1,10,0
COc1cccc(CNC(=O)COC(=O)c2cc([N+](=O)[O-])ccc2N2CCCC2)c1,9,-10
CC(Nc1[nH]c(=O)n(C)c(=O)c1N=O)c1ccccc1 (stereo not given),-12,6
CCc1nc2ccc(C(=O)N3CCN(c4ccccc4)CC3)cn2c1N(C)CCC(C)C,-22,13
Cc1ccc(N2CC(C(=O)N3CCC4(CC3)CC(=O)c3ccccc3O4)CC2=O)cc1 (stereo not given),-9,1

(next part)
compound,TAG inh,TAG inh DAPI viability
CC(C)(C)OC(=O)C[C@H]1C/C=C\C[C@H](CC(=O)N[C@@H](CO)Cc2ccccc2)C(=O)N[C@H](C(C)(C)C)COC1=O,15,-13
CN(C)S(=O)(=O)c1ccc(NC(=O)Cn2nc(-c3ccc4c(c3)OCCO4)ccc2=O)cc1,5,1
CCN(CC)CCNC(=O)c1ccc2c(=O)n(CCc3ccccc3)c(=O)[nH]c2c1,2,-7
C=CCOc1c(Br)cc(CNn2nnnc2N)cc1OCC,-16,-1
CN1CCN(C(=O)c2ccccc2N(Cc2ccccc2)S(C)(=O)=O)CC1,14,-1
CSc1ccccc1NC(=O)CN(C)CC(=O)Nc1ccc(N2CCOCC2)cc1,3,-10
Cc1cc2ncc(S(C)(=O)=O)c(N)n2n1,13,-8
OCC1(CCOc2ccccc2)CCN(Cc2nc3ccc(F)cc3[nH]2)CC1,-2,6

The listing continues:
compound,TAG inh,TAG inh DAPI viability
Clc1ccc2nc(N3CCN(c4ccccc4)CC3)sc2c1,-161,16
C#CCOCCOCCOCCNc1nc(N2CCOCC2)nc(N2CCN(C(=O)[C@H](C)n3cc(CCCN=C(N)N)nn3)CC2)n1,7,6
COc1ccc(C(=O)c2c(N)sc3c2CCN(C(=O)OC(C)(C)C)C3)cc1,-11,-1
CCCNC(=O)C(Cc1ccc(Br)cc1)NC(=O)c1ccc(C#N)cc1 (stereo not given),5,-8
CCCCNC(=O)c1sc(=S)n(-c2ccccc2OC)c1N,-12,7
COc1ccc(-c2ccc(CN3C(CC(C)C)C(=O)N(Cc4cn(Cc5ccco5)nn4)CCS3(=O)=O)cc2)cc1 (stereo not given),7,1
Cc1ccc(CN2CCC(Oc3cccc(C(=O)N(C)CCN(C)C)c3)CC2)cc1C,24,12
Cc1cc(C)n(C(C[N+](=O)[O-])c2ccc(Cl)cc2)n1 (stereo not given),19,-6

Other structures follow:
compound,TAG inh,TAG inh DAPI viability
CC1CCCCC1NC(=O)COC(=O)c1cc(=O)[nH]c2ccccc12 (stereo not given),-14,7
Cc1c(C(=O)N2CCN(c3ccccn3)CC2)sc2ncnc(N3CCN(c4ccccc4)CC3)c12,4,-12
CC(=O)Nc1ccc(S(=O)(=O)Nc2cccc(-c3ccc4nncn4n3)c2)cc1,3,-6
O=C(c1ccco1)N1CCN(c2c([N+](=O)[O-])nn(-c3cccc(Cl)c3)[n+]2[O-])CC1,-12,-6
Cn1cc(/C=C/C(=O)c2ccccc2)c2ccccc21,16,-5
Cc1nc2cc(-c3ccccc3)nn2c(C)c1CCC(=O)N1CCN(c2ccccc2)CC1,17,-1
CCOCCCNC(=O)C1CCC(CNS(=O)(=O)c2cccc3nsnc23)CC1 (stereo not given),-7,8
CCCSc1ncnc2[nH]ncc12,-7,4

More compounds:
compound,TAG inh,TAG inh DAPI viability
CCN1CCN(S(=O)(=O)c2ccc3c(c2)OCCO3)CC1,4,-7
O=C(Nc1ccc(N2C(=O)C3C4C=CC(C4)C3C2=O)cc1Cl)c1cccs1 (stereo not given),-8,-5
CN1CCN(C(=O)c2cc3sc4ccccc4c3s2)CC1,4,7
CC1CCN(S(=O)(=O)c2ccc(F)c(C(=O)O)c2)CC1,8,-7
Cc1csc(NC(=O)CSc2nc(C(C)C)nc3c2c(=O)n(C)c(=O)n3C)n1,-2,-2
COc1cc(OC)c(NC(=O)c2cc(S(=O)(=O)N3CCOCC3)cn2C)cc1Cl,11,5
COc1ccc(NS(=O)(=O)c2cn(C)nc2C)cc1,-23,4
N#C/C(=C\c1cccc([N+](=O)[O-])c1)C(=O)NCc1ccc(Cl)cc1,-9,2

Brought forward from above: five compounds, then new ones.
compound,TAG inh,TAG inh DAPI viability
CC1CCN(S(=O)(=O)c2ccc(F)c(C(=O)O)c2)CC1,8,-7
Cc1csc(NC(=O)CSc2nc(C(C)C)nc3c2c(=O)n(C)c(=O)n3C)n1,-2,-2
COc1cc(OC)c(NC(=O)c2cc(S(=O)(=O)N3CCOCC3)cn2C)cc1Cl,11,5
COc1ccc(NS(=O)(=O)c2cn(C)nc2C)cc1,-23,4
N#C/C(=C\c1cccc([N+](=O)[O-])c1)C(=O)NCc1ccc(Cl)cc1,-9,2
COc1ccc(NC(=O)c2cc3c(=O)n(C)c4ccccc4c3n2C)cc1OC,20,-10
CC(C)(C)NS(=O)(=O)c1ccc(NC(=S)NC(=O)C2CCC2)cc1,-8,1
COc1ccc2cc(C)c3nnc(SCc4cccnc4)n3c2c1,18,4
Cc1ccc(OCCC(=O)Nc2ccc3c(c2)OCCCO3)cc1,-11,-3
O=C(OCc1ccccc1)N1CCC2CC1c1cc(-c3ccc(F)cc3)ccc12 (stereo not given),13,-11
COc1ccc(-c2coc3c(C(=O)NCC(C)C)cccc23)c(C)c1,-18,-6
Cc1ccc(S(=O)(=O)NCc2cccc([N+](=O)[O-])c2)cc1,-12,-4
COc1cc(C(=O)N2CCCC(c3cc(C(=O)NCc4ccc(F)cc4)no3)C2)cc(OC)c1C (stereo not given),-22,5

Two successive compounds already listed, quoted:
compound,TAG inh,TAG inh DAPI viability
Cc1ccc(S(=O)(=O)NCc2cccc([N+](=O)[O-])c2)cc1,-12,-4
COc1cc(C(=O)N2CCCC(c3cc(C(=O)NCc4ccc(F)cc4)no3)C2)cc(OC)c1C (stereo not given),-22,5

Following part
compound,TAG inh,TAG inh DAPI viability
Cc1cccc(N2CCN(C(=O)c3csc4ccccc34)CC2C)c1 (stereo not given),-6,-1
Cc1cccc(-n2ncc3c(=O)[nH]c(SCC(=O)N4CC(=O)Nc5ccccc54)nc32)c1,-12,-4
COc1ccc(CCC(=O)NNC(=O)Nc2cccc(Cl)c2)cc1,2,4
Cc1ccc(OCCCC(=O)N(C)CC(=O)Nc2ccccc2Cl)cc1,9,-7
CCCN1C2=NCCN2c2cc(C)c(C)cc21,6,-3
CCCCn1c(N)c(N(CCC(C)C)C(=O)COC(=O)c2ccc3ccccc3c2)c(=O)[nH]c1=O,-1,-7
CC1(C(=O)NS(=O)(=O)c2cccc(Cl)c2)CCN1C(=O)C1(c2ccc(Cl)cc2)CCC1 (stereo not given),5,-5
Cc1noc(/C=C/N(C)C)c1S(=O)(=O)N1CCN(c2ccccc2)CC1,7,-4

New compounds follow
compound,TAG inh,TAG inh DAPI viability
C(=C\c1ccc2ccccc2n1)/c1ccccc1,-5,6
Cc1ccccc1N=C1NC(=O)/C(=C/c2cccn2C)S1,4,3
COc1cccc(-c2cn(C[C@H]3CC[C@@H]([C@@H]4CC[C@H](Cn5cc(-c6cccc(OC)c6)nn5)O4)O3)nn2)c1,-6,0
CNc1cncc(-c2ccccc2NC(C)=O)n1,0,11
CCC(=O)N1CCc2cc(S(=O)(=O)NCCC(=O)N3CCN(Cc4ccccc4)CC3)ccc21,-27,14
